# CF NFkB block: inhibitors of PAF-induced NF-kB signaling, primary screen, cell-based, GFP fluorescence, uHTS; AID 588850, 2011; inhibition, % at 5 µM; KKLEB NF-kB-GFP reporter, GFP fluorescence overnight; 0.86% of 360,000 active;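 active means at least 50% inhibition at 5 µM, scaled per plate between neutral and stimulator controls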;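 further: PAF is a Pseudomonas aeruginosa culture filtrate used as stimulus; plate controls were PAF-stimulated DMSO wells for no effect and unstimulated DMSO wells for full effect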
# TRAIL sens C8: viability loss with TRAIL in NB7+C8 cells, primary screen, TRAIL sensitizer project, cell-based, ATPlite luminescence; inhibition (viability loss, TRAIL sensitization), % at 10 µM; 1% of 360,000 active;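 active means compounds causing at least 50% loss of cell viability in the single-dose screen, relative to plate controls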
# EBV LMP1 NFkB: EBV LMP1-driven NF-kappaB luciferase reporter inhibitors, primary screen, cell-based, luminescence, single point; inhibition, % at 12.5 µM; AID 504558, 2011; 0.69% of 350,000 active; LMP1-induced NF-kappaB luciferase reporter cells; in the data active means inhibition above about 41%;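 further: 0% = neutral control wells and 100% = reference inhibitor control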
# MITF TRPM1 inh: inhibitors of MITF-dependent TRPM1 promoter reporter, primary screen, cell-based, SK-MEL-5, single point, luciferase. inhibition, % at 12.5 µM. 0.83% of 330,000 active. SK-MEL-5 TRPM1 promoter luciferase, 24 h. AID 488899, 2010;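 active means mean inhibition across replicates of 60% or more, whatever share of single replicates reaches that level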; further: values of inactives mirror those of a sister screen read the other way
# KKLEB tox: cytotoxicity in KKLEB CF airway cells, primary screen, cytotoxicity control for CF NF-kB inhibitor project, cell-based, uHTS, fluorescence assay plates; KKLEB CF airway cells viability, ATPlite luminescence, overnight; stronger effect = lower value; cells stimulated with P. aeruginosa culture filtrate; activity change (cytotoxicity), % at 5 µM; 0.36% of 360,000 active; AID 602141, 2011;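 active means corrected activity change at or below -50% at 5 µM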
# NR2E3 ag-1: NR2E3 agonists in two-hybrid cells, primary screen, cell-based, luminescence, CHO-S, Gal4-NCOR/VP16-NR2E3; AID 602229, 2012; inhibition of corepressor binding, % at 3.98 µM; 0.35% of 360,000 active; Photoreceptor-specific nuclear receptor (Homo sapiens), Q9Y5X4; luciferase;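 active means inhibition above the mean of all tested compounds plus 3 SD, cut at about 70% in these data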;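 further: 0% = DMSO with NR2E3 transfected cells and 100% = cells lacking NR2E3 construct; higher means lower luciferase signal from less NR2E3 corepressor binding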
# Target sequence (Q9Y5X4 whole entry, looked up, the tested form may be a part): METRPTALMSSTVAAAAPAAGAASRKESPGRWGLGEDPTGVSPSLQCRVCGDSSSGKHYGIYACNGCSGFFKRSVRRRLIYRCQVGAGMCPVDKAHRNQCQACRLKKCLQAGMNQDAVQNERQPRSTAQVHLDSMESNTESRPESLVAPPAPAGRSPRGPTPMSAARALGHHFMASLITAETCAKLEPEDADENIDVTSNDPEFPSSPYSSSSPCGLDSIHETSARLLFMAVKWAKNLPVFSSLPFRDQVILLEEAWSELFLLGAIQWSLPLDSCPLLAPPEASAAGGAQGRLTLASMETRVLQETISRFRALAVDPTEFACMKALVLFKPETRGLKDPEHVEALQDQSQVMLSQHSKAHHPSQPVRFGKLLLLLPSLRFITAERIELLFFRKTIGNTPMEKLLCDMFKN
# HIF-2a inh: HIF-2a reporter inhibitors, primary screen, luminescence, 786-0 RCC cells; 786-0 RCC cells HIF-2a reporter, luciferase luminescence, overnight; inhibition, % at 18.8 µM; 0.72% of 360,000 active;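 active means inhibition of the luminescence signal of 40% or more relative to plate controls, in a single-dose primary screen at 18.75 µM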
# hiPSC survival: enhancers of single-cell hiPSC survival, primary screen, ATPlite luminescence; 100% = ROCK inhibitor wells, 0% = DMSO; survival enhancement, % at 20 µM; 0.044% of 360,000 active; AID 602274, 2012; in the data active means survival enhancement above about 18%;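 further: cells exposed to compounds for 16 hours before the ATP read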
# Peg3 prom inh: Peg3 promoter-driven luciferase inhibitors, primary screen, cell-based, HeLa, luciferase luminescence; HeLa PEG-Prom luciferase reporter, overnight; 1.7% of 360,000 active; inhibition, % at 20 µM; AID 588405, 2011;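 active means inhibition of at least 50% at 20 µM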
# NR2E3 ag-2: inhibitors of NR2E3-RetCOR corepressor binding, primary screen, NR2E3 agonist project, biochemical, TR-FRET, GST-NR2E3, biotin-RetCOR; AID 2300, 2010; Photoreceptor-specific nuclear receptor (Homo sapiens), Q9Y5X4; 0.12% of 320,000 active; 1536-well; inhibition of corepressor binding, % at 4.78 µM;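 active means percent inhibition above the cutoff of mean plus 3 SD of all tested compounds, set per screening campaign, cut at about 20% in these data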;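 further: 0% = DMSO wells and 100% = biotin wells as full block of FRET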
#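 Assay system: NR2E3–RetCOR corepressor complex. Quantity: 1.35 nM GST-NR2E3. Buffer or medium: pH 7.5 Tris-based buffer. Reagent: biotinylated RetCOR corepressor at 7 nM final. Schedule: 5 h at 4 °C. Detection: TR-FRET, emission read at 617 and 671 nm. Replicates: one well per compound, singlicate testing.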
# Shn3 inh set2: reduction of Shn3 3'UTR firefly luciferase signal, primary screen, Schnurri-3 inhibitor project, cell-based, Clone20 osteoblasts, set 2. Clone20 osteoblast Shn3 3'UTR firefly luciferase, 24 h. inhibition, % at 12.5 µM. 0.52% of 360,000 active. AID 588674, 2011;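 active means mean inhibition of at least 75% with every replicate also reaching 75%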;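 further: 0% = median of neutral control wells and 100% = pilot-screen positive control compound; some compounds past the cut are filed as inactive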
# * marks the source's active call; other numbers are inactive results; . = not tested or not shown.
SMILES,CF NFkB block,TRAIL sens C8,EBV LMP1 NFkB,MITF TRPM1 inh,KKLEB tox,NR2E3 ag-1,HIF-2a inh,hiPSC survival,Peg3 prom inh,NR2E3 ag-2,Shn3 inh set2
O=C1CS/C(=N/N=C/c2cccs2)N1,11.3,-3.8,-2.0,20.4,-6.3,-4.9,-18.1,5.4,-1.9,-1.3,0.6
COc1cc(C(=O)NCCOc2cc(C)ccc2C(C)C)cc(OC)c1OC,-23.9,6.6,22.1,16.3,-10.3,56.0,13.1,-0.2,28.7,0.8,80.1
O=C(Cn1nc(-c2ccccc2)ccc1=O)Nc1ccc(-n2cnnn2)cc1,-15.2,-0.8,1.5,4.8,-0.2,12.1,20.6,-0.4,17.0,-3.3,-7.5
Cc1ccc(NC(=O)Cn2nnc3ccccc32)c(C)c1,-3.2,1.1,-0.7,-12.3,-3.7,-33.1,-52.1,0.8,-5.9,3.7,16.5
COC(=O)c1ccc(COc2ccc3c(c2)CCC3)o1,16.6,-16.6,-22.1,-66.3,-4.5,-144.0,-100.7,-0.6,-294.1,-0.8,-53.2
CCOc1ccc(CCNC(=O)COC(=O)CSc2ccc(C)cc2)cc1OCC,17.8,-25.1,8.2,5.1,-6.3,-11.0,8.7,0.2,-0.8,.,1.3
CC(=O)Nc1cccc(NC(=O)c2cc(-c3ccccn3)nc3ccc(Cl)cc23)c1,-11.3,30.6,-5.6,13.3,-0.9,3.1,11.2,-0.2,7.0,2.7,20.0
CCc1ccc(NC(=O)CNC(=O)c2nn(-c3ccc(OC)cc3)c(=O)c3ccccc23)cc1,-0.3,-6.8,11.9,4.4,-2.9,3.1,-0.7,1.2,13.7,0.9,3.5
Cc1ccc(S(=O)(=O)N2CCOC2CNC(=O)C(=O)NCc2ccccn2)cc1 (configuration not stated),-11.3,5.8,-0.6,-5.3,14.3,-17.3,17.9,0.2,6.8,2.5,8.0
CC1CC(=O)Nc2ccccc2N1C(=O)COc1cc(Cl)ccc1Cl (configuration not stated),7.0,-0.6,5.8,-1.1,5.1,-7.9,9.8,-0.4,6.9,1.9,3.6
COc1ccc(C(=O)NCC(=O)OCC(=O)N2CC(C)OC(C)C2)cc1OC (configuration not stated),-3.2,6.8,-3.0,-3.0,5.2,2.1,-0.4,4.4,-17.2,.,4.4
O=c1oc2cc(S(=O)(=O)NCCCO)ccc2c2ccc(S(=O)(=O)NCCCO)cc12,-9.1,-2.5,-7.5,-1.7,-3.5,-5.2,38.4,-0.3,16.8,1.0,3.2
CCC(C(=O)N1CCCC1)n1nc(C)c2c(C)n(-c3ccccc3)nc2c1=O (configuration not stated),-2.3,-18.6,-9.8,-3.2,2.6,-3.5,18.1,-0.8,6.4,-0.9,0.1
COc1ccc(-c2cccc(C(=O)Nc3ccc(C)cc3)c2)cc1,13.1,5.0,3.9,-11.7,-2.9,-43.5,12.1,-2.7,4.5,-0.3,3.0
COc1ccccc1C(=O)Nc1c2c(nn1-c1cccc(C)c1C)CS(=O)(=O)C2,26.2,20.8,-1.5,1.2,-16.4,6.6,15.8,-0.2,22.4,-0.7,1.8
Cc1cc(Nc2ccc(Cl)cc2)n2ncnc2n1,2.7,-10.2,6.1,21.0,-9.1,11.7,14.3,-0.3,3.8,.,-4.2
CSc1ccccc1CNc1nc(NCC2CC2)nc2ccsc12,15.4,18.9,.,.,-16.3,71.6*,26.2,-2.5,29.4,.,76.1
Cc1nc(N)sc1C(=O)OCC(C)C,-6.5,3.4,3.0,-12.2,-1.0,-29.9,-28.0,0.2,-36.5,-0.6,3.9
CC(=O)Nc1sc(C)c(C)c1C(=O)OCC(=O)N(CCC#N)c1cc(C)cc(C)c1,17.3,1.5,-1.2,-12.0,-3.7,-11.2,2.2,0.6,2.6,.,9.7
O=C(OCC(=O)N1CCN(C(=O)c2ccco2)CC1)c1cccc(O)c1,-22.8,12.0,-4.4,-6.3,-12.3,-3.8,-39.5,1.8,-27.2,-6.5,-8.0
Clc1ccc(SCc2cc(-c3ccccc3)no2)cc1,-12.9,6.7,-13.8,-24.3,-7.0,-15.1,-146.8,-1.8,-95.5,-3.0,-12.1
CC(=O)NCCNc1nc(NCc2cccs2)nc2ccsc12,-7.1,-6.8,.,.,-2.6,-37.6,4.2,-2.3,11.9,.,-14.5
Cc1ccc(NC(=O)N2CCCN(Cc3ccc(F)cc3)C2)cc1C,2.5,3.3,4.6,-13.2,4.0,-13.8,15.6,-2.3,37.6,0.3,18.7
Cn1c(=O)c2sccc2n2c(CCCC(=O)NCCc3ccccc3)nnc12,14.8,15.8,1.0,-7.5,-3.4,-22.2,9.8,0.6,-0.1,3.0,-39.6
COc1ccc(N=C2C(=O)N3CCCc4cccc2c43)cc1,18.5,12.9,-4.2,1.9,-8.5,1.4,6.5,-1.5,8.1,0.8,6.2

# Reprinted at random: three records from the list.
SMILES,CF NFkB block,TRAIL sens C8,EBV LMP1 NFkB,MITF TRPM1 inh,KKLEB tox,NR2E3 ag-1,HIF-2a inh,hiPSC survival,Peg3 prom inh,NR2E3 ag-2,Shn3 inh set2
CCOc1ccc(CCNC(=O)COC(=O)CSc2ccc(C)cc2)cc1OCC,17.8,-25.1,8.2,5.1,-6.3,-11.0,8.7,0.2,-0.8,.,1.3
COc1ccccc1C(=O)Nc1c2c(nn1-c1cccc(C)c1C)CS(=O)(=O)C2,26.2,20.8,-1.5,1.2,-16.4,6.6,15.8,-0.2,22.4,-0.7,1.8
Clc1ccc(SCc2cc(-c3ccccc3)no2)cc1,-12.9,6.7,-13.8,-24.3,-7.0,-15.1,-146.8,-1.8,-95.5,-3.0,-12.1

# The results go on.
SMILES,CF NFkB block,TRAIL sens C8,EBV LMP1 NFkB,MITF TRPM1 inh,KKLEB tox,NR2E3 ag-1,HIF-2a inh,hiPSC survival,Peg3 prom inh,NR2E3 ag-2,Shn3 inh set2
CCN(CCn1cccn1)Cc1nc(-c2ccc(C(=O)OC)cc2)no1,7.1,1.8,-13.8,8.8,-9.0,-3.4,3.1,-0.8,15.0,1.5,8.1
Cn1cc(Br)c(C(=O)Nc2sc3c(c2C(N)=O)CCCC3)n1,-6.3,16.3,-14.4,-85.1,-9.2,-56.5,-237.0,0.5,-240.4,2.0,-88.8
CCOC(=O)C(CC)(CC)C(=O)/C=C/c1ccc(OC)cc1,8.3,-5.2,4.4,-1.2,-13.9,-3.7,30.1,-0.6,32.9,-0.9,-4.3
COc1ccc(C(=O)NC(=S)Nc2ccc3c4c(cccc24)CC3)cc1OC,-26.9,7.2,12.1,10.1,-5.4,-16.5,9.5,0.0,14.2,-0.9,19.5
Cc1ccc2nc(C)c(C(=O)O)cc2c1,3.8,-5.1,-1.8,4.6,3.4,-8.8,18.1,1.6,10.8,-2.3,-7.3
COc1ccc(S(=O)(=O)NC(C)c2ccccc2)cc1C(=O)N1CCCCC1 (configuration not stated),-8.5,0.0,-3.4,-1.1,20.3,-0.6,4.5,-0.3,-17.7,-1.8,-8.7
O=C(Cc1c(F)cccc1Cl)N/N=C/c1cccs1,26.6,-6.5,-3.4,-11.9,-9.4,-34.8,-43.8,-0.5,-14.6,2.9,-0.2
Cc1ccc(-n2c(SCC(=O)NCc3ccco3)nc3sc4c(c3c2=O)CC(C)(C)SC4)cc1,10.5,-9.6,-10.1,-8.9,-13.0,-29.6,4.7,0.5,15.8,-1.2,11.9
Cc1cc(C(=O)N2CCN(c3ncccn3)CC2)c(C)o1,0.9,-3.4,-12.5,8.3,-7.1,-22.9,7.8,-0.9,-3.9,1.0,-6.3
Cc1cnn(CCC(=O)NNC(=S)NCC(C)C)c1,3.6,-1.3,-8.3,9.3,-7.3,-12.6,10.0,0.2,2.6,-1.3,1.2
Cc1nn(Cc2ccc(Cl)cc2)c(C)c1NC(=O)Cn1nc([N+](=O)[O-])c(Cl)c1C,6.4,0.4,-1.6,5.4,-5.6,-13.2,9.2,-2.2,0.2,1.2,5.2
Cn1cccc1/C=N/n1cnnc1,-16.2,-5.9,0.9,0.7,-1.5,1.7,7.5,-0.4,3.2,-5.5,-0.9
C#CCSc1nnc(-c2ccc([N+](=O)[O-])cc2)o1,-11.8,1.8,4.5,-18.2,3.8,8.9,-201.1,1.4,-114.3,2.7,-18.9
COc1cccc(NC(=O)N(C)C[C@@H]2OCc3cnnn3CCCC(=O)N([C@@H](C)CO)C[C@H]2C)c1,6.3,-18.3,1.6,.,-1.5,-19.3,1.1,-1.1,16.0,.,-12.4
CCC(=NC(CC)CO)C1=C(O)CC(C)(C)CC1=O (configuration not stated),-9.4,-1.8,-10.5,1.9,3.7,-4.4,0.1,1.2,16.4,-0.9,-2.1
CC(C)NS(=O)(=O)c1ccc2c(c1)oc(=O)n2C,2.2,3.9,2.6,1.2,0.5,-28.7,-11.2,1.2,13.5,0.9,10.0
COC(=O)c1c(-c2ccc3ccccc3c2)csc1NC(=O)Cc1ccc(OC)c(OC)c1,16.5,13.4,13.1,15.6,-5.7,26.7,8.5,-1.3,41.6,1.1,58.9
CC(C)(C)c1ccc(C(=O)N2CCN(C(=O)c3ccco3)CC2)cc1,-1.4,-1.9,10.0,-3.9,4.0,-13.6,0.5,-0.5,7.2,1.8,7.8
CCNC(=O)c1ccc2c(c1)S(=O)(=O)c1ccccc1C2=O,9.6,-2.4,-5.5,-8.0,-21.9,-21.1,7.7,-1.3,10.9,0.9,8.0
CC(=O)N1N=C(C)CC1c1ccc(OCc2ccccc2)cc1 (configuration not stated),-14.7,-11.7,4.9,-3.8,6.4,-1.6,-11.7,0.3,-14.6,-1.8,-18.8
O=c1sc2ccccc2n1COc1ccccc1,-1.3,-0.9,3.3,-6.4,3.2,-16.7,-51.0,-2.1,-22.9,.,-12.8
O=C(COc1ccc2ccccc2c1)N1CCN(C(=O)c2ccc([N+](=O)[O-])cc2)CC1,-30.7,-14.2,-2.4,8.5,-4.4,-9.3,14.2,0.0,12.9,0.1,10.9
C=CCN1C(=O)C2(C(C#N)=C(N)Oc3n[nH]c(CCC)c32)c2ccccc21 (configuration not stated),0.5,2.6,-7.3,8.7,6.8,-5.3,12.0,-3.1,16.6,0.9,-38.3
C=CC[C@@H](CC(=O)N[C@@H](CO)Cc1ccccc1)C(=O)N[C@H](COC(=O)[C@H](CC=C)CC(=O)OC(C)(C)C)Cc1ccccc1,-12.2,-2.4,-3.8,-7.8,17.4,13.2,6.2,1.1,59.8*,.,15.6
CCN(Cc1ccccc1)C(=O)Cn1c(=O)n(CC(=O)NCc2ccco2)c(=O)c2sccc21,-4.3,3.8,3.6,7.9,9.4,-8.3,17.1,-0.3,6.2,-0.5,-5.9

# Not all compounds are listed; count on the stated rates, not on these rows.
